High-throughput results from PubChem.
FBW7 act: activators of human E3 ligase FBW7 | Q969H0 | 650,000 compounds, 0.13% hits | AlphaScreen FBW7–phospho-cyclin E peptide binding, activator screen | normalized activity (activation), % at 26.1 µM | AID 1259310; in the data active = normalized activity above about 1.9%;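 note: purified mutant Fbw7 with reduced substrate affinity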
TEAD-YAP block: TEAD-YAP interaction inhibition. HEK-TIYL cells, TEAD-Gal4/YAP UAS-luciferase luminescence. AID 1259422. inhibition, % at 9.12 µM. 640,000 compounds, 1.4% hits; in the data active = inhibition above about 32%;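 note: 0% = median of test compound wells and 100% = reference inhibitor wells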
MITF primary: human MITF inhibition, primary screen | AlphaScreen MITF homodimerization, bead proximity signal | 650,000 compounds, 0.91% hits | inhibition, % at 2.6 µM; in the data active = inhibition above about 50%;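 note: 0% = vehicle wells with protein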
Target sequence (O75030 whole entry, looked up): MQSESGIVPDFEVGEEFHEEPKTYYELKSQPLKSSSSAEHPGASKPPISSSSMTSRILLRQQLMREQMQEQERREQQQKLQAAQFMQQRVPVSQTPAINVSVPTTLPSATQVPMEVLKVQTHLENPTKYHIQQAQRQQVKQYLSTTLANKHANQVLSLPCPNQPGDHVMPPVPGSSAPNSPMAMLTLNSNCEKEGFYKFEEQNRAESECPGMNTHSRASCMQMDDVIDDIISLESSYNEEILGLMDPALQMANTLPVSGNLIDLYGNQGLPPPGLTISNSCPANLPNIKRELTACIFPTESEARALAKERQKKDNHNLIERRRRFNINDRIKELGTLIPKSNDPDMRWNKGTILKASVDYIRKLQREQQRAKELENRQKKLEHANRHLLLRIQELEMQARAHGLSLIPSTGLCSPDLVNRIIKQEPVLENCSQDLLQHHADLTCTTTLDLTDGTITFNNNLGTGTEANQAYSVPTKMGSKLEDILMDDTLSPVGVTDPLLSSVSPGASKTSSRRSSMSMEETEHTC
GPR151 activ: activates the human receptor GPR151; activation, % at 11.2 µM; 650,000 compounds, 1% hits; AID 1508602; Q8TDV0; PathHunter beta-arrestin GPR151 cells, luminescence; in the data active = activation above about 4.9%;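 note: 0% = median of compound wells and 100% = cells with positive control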
Target sequence (Q8TDV0 whole entry, looked up): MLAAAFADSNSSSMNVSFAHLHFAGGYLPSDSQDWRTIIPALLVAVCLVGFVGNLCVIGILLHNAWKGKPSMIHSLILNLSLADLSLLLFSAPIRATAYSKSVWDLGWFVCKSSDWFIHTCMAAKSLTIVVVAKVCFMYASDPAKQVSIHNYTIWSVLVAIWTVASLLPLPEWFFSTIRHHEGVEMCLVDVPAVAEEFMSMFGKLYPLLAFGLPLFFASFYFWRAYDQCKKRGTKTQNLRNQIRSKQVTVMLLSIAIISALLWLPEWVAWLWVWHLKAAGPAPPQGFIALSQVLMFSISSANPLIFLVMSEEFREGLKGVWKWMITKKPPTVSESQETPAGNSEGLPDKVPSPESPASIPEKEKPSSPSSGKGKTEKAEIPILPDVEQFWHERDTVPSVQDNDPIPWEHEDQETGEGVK
The depositor's hits bear a star; . = no result given.

1: CCOC(=O)C1=C(C)N=c2s/c(=C\c3cccc(OCc4ccccc4)c3)c(=O)n2C1c1ccc(OC)c(OC)c1 (configuration not stated)
2: CC1=C(C(=O)Nc2ccc(C)cc2C)C(c2ccc(C)cc2)n2ncnc2N1 (configuration not stated)
3: CC1CCCCN1S(=O)(=O)c1ccc(/C(O)=C(\C#N)c2nc3ccccc3n2C)cc1 (configuration not stated)
4: COc1ccc(N=C2SC(C(=O)Nc3cccc(Cl)c3)CC(=O)N2Cc2ccccc2)cc1 (configuration not stated)
5: NC(=O)c1ccc(Nc2ncc(Cl)c(-c3ccccc3)n2)cc1
6: Cc1cc2cc3c(N)c(C(=O)N4CCCC4)sc3nc2cc1C
7: CCNc1nc2c(c(=O)n(C)c(=O)n2C)n1CCC(C)C
8: CC(=O)OC(OC(C)=O)C12C=CC(O1)C1C(=O)N(c3ccc(-c4ccccc4)cc3)C(=O)C12 (configuration not stated)

assay / entry	1	2	3	4	5	6	7	8
FBW7 act	-0.2	1.0	0.1	-0.1	2.6*	-0.1	-0.3	-0.2
TEAD-YAP block	13	6	6	-3	-6	-22	28	-2
MITF primary	-7	7	-1	-4	18	6	-1	-4
GPR151 activ	-0.7	-0.9	-0.3	-0.6	-0.1	1.9	-0.8	0.2

9: COC(F)(C(=O)Nc1ccc2c(c1)C(=O)NC2=O)C(F)(F)F (configuration not stated)
10: COc1ccc(-c2nsc(SCC(=O)Nc3ccc(F)cc3)n2)cc1
11: COc1cc(Cl)c(C)cc1NC(=O)CCNC(=O)Cn1ccc2ccccc2c1=O
12: C/C(=N\NC(=O)CN(c1ccccc1Br)S(C)(=O)=O)c1cccs1
13: COC(=O)c1cc(C(=O)NCCCN(C)C)cc([N+](=O)[O-])c1
14: CCOC(=O)c1ccc(NC(=O)c2cc(-c3ccc(OC)cc3)nc3ccccc23)cc1
15: O=C(COC(=O)C12CC3CC(CC(Br)(C3)C1)C2)NNC(=O)c1ccccc1
16: COc1cc2c(C(=O)N3CCCCC3)cn(C)c(=O)c2cc1OC

assay / entry	9	10	11	12	13	14	15	16
FBW7 act	0.0	-0.2	0.0	0.9	0.3	0.0	0.7	0.1
TEAD-YAP block	-2	0	-1	9	-1	2	-11	7
MITF primary	-5	20	-2	10	7	2	6	-7
GPR151 activ	1.3	-0.2	-0.6	-0.4	1.1	-0.2	-1.2	-0.3

17: COc1cc(CN2CCN(Cc3ccc(Cl)cc3)CC2)cc(OC)c1OC
18: CCC(C)CN1CCC(C2(CC)NC(=O)N(Cc3ccc4c(c3)OCO4)C2=O)CC1 (configuration not stated)
19: Cc1ccc2nc(C3CCCCN3C(=O)C(C)n3ncc4ccccc4c3=O)[nH]c2c1 (configuration not stated)
20: COc1cc(-c2nc3cnccn3c2NCc2ccccc2)cc(OC)c1OC
21: CCOc1ccc(-c2noc(-c3ccccc3C)n2)cc1OC
22: O=C(/C=C\N1CCOCC1)c1ccc(Br)cc1
23: CCc1ccc(NC(=O)CSc2nc3ccccc3c(=O)n2CCc2ccccc2)cc1
24: COc1ccc(C(=O)Nc2sc3c(c2-c2nc4ccccc4s2)CCN(C(C)C)C3)cc1OC

assay / entry	17	18	19	20	21	22	23	24
FBW7 act	-0.1	1.1	0.7	0.3	0.0	0.1	-0.1	0.4
TEAD-YAP block	-1	8	-24	-1	-8	-2	-2	-14
MITF primary	78*	8	10	8	18	14	-6	8
GPR151 activ	1.5	-0.1	-0.5	0.6	2.0	0.1	5.8*	-1.2

25: CN(CC(=O)Nc1ccc(F)c(F)c1F)Cc1nc2cc(Cl)ccc2c(=O)[nH]1
26: CCOc1ccc(S(=O)(=O)NCCN2CCOC(c3ccccc3)C2)cc1C (configuration not stated)
27: CNC(=O)/C(C#N)=C/c1c(Oc2ccc(C)cc2)nc2ccccn2c1=O
28: Cc1cc(C)c2oc(-c3ccc(C)c(NC(=O)c4ccccc4)c3)nc2c1
29: O=C(Nc1cc(Oc2ccc(I)cc2)cc([N+](=O)[O-])c1)c1cc2nc(-c3ccco3)cc(C(F)(F)F)n2n1
30: COc1cc(NS(=O)(=O)c2c(C)n[nH]c2C)cc(OC)c1
31: O=C(C1=C(O)C(=O)N(c2ncccn2)C1c1cccs1)c1ccco1 (configuration not stated)
32: O=C(Nc1ccccc1C(=O)c1ccccc1)c1ccccc1I

assay / entry	25	26	27	28	29	30	31	32
FBW7 act	0.3	0.0	0.0	0.2	0.0	0.0	0.0	-0.1
TEAD-YAP block	-7	3	6	2	-1	-6	2	8
MITF primary	14	5	-1	14	23	-1	27	2
GPR151 activ	-1.9	0.1	-6.0	-1.3	-1.0	2.1	1.3	0.9

33: CC(C)N(Cc1nc(-c2ccccc2)no1)C(=O)c1ccc(Br)cc1
34: O=C(c1cc([N+](=O)[O-])cc([N+](=O)[O-])c1)N(Cc1ccccc1)c1ccccn1
35: CN1CC=C2C(C(=O)O)=C(N)C(C#N)(C#N)C(c3ccc([N+](=O)[O-])cc3)C2C1 (configuration not stated)
36: CC1(C(=O)NCc2ccc3c(c2)OCO3)CC1(Cl)Cl (configuration not stated)
37: COc1ccc(S(=O)(=O)NCC2CCCN(C(=O)c3c(C)noc3C)C2)cc1 (configuration not stated)
38: C=CCn1c2cc(C)sc2c2cnn(CC(=O)N3C(C)CCCC3C)c(=O)c21 (configuration not stated)
39: Cc1ccc(Cl)cc1NC(=O)CCCCCN1C(=O)c2cccc([N+](=O)[O-])c2C1=O
40: CCOC(=O)C1=C(C)N=c2s/c(=C\c3ccc(N(CC)CC)cc3OC)c(=O)n2C1c1ccc(OC)c(OCC)c1 (configuration not stated)

assay / entry	33	34	35	36	37	38	39	40
FBW7 act	0.1	-0.6	-0.2	1.2	-0.1	-0.1	-0.1	-0.1
TEAD-YAP block	-12	8	9	-14	6	8	2	-2
MITF primary	4	5	5	14	-13	10	-8	0
GPR151 activ	0.3	1.5	0.4	-1.7	1.1	0.4	0.8	1.6

Pulled by structure from above:
11: COc1cc(Cl)c(C)cc1NC(=O)CCNC(=O)Cn1ccc2ccccc2c1=O
2: CC1=C(C(=O)Nc2ccc(C)cc2C)C(c2ccc(C)cc2)n2ncnc2N1 (configuration not stated)
28: Cc1cc(C)c2oc(-c3ccc(C)c(NC(=O)c4ccccc4)c3)nc2c1
39: Cc1ccc(Cl)cc1NC(=O)CCCCCN1C(=O)c2cccc([N+](=O)[O-])c2C1=O
18: CCC(C)CN1CCC(C2(CC)NC(=O)N(Cc3ccc4c(c3)OCO4)C2=O)CC1 (configuration not stated)

assay / entry	11	2	28	39	18
FBW7 act	0.0	1.0	0.2	-0.1	1.1
TEAD-YAP block	-1	6	2	2	8
MITF primary	-2	7	14	-8	8
GPR151 activ	-0.6	-0.9	-1.3	0.8	-0.1

Next part:
41: CN(C(=O)c1ccccc1)c1ccc(OCC(=O)O)cc1
42: COc1cccc(-n2cc(C(=O)NC3CCCCCC3)c3ccccc3c2=O)c1
43: Nc1nn(Cc2ccccc2)c2ccc([N+](=O)[O-])cc12
44: COc1ccc(CCC(=O)NC(C)Cc2ccco2)cc1 (configuration not stated)
45: O=C(NCCO)c1ccc2nc(-c3ccc(N4CCOCC4)nc3)sc2c1
46: COc1ccc(CNC(=O)Cn2nc(-c3ccc4c(c3)OCCO4)ccc2=O)cc1
47: Cc1ccc(C2Nc3ccccc3C(=O)N2c2ccc(Br)cc2)cc1 (configuration not stated)
48: COc1cccc(-c2cnn3ccc(Nc4ccc(N5CCOCC5)cc4)nc23)c1

assay / entry	41	42	43	44	45	46	47	48
FBW7 act	0.2	0.2	0.1	0.1	0.3	-0.1	-0.1	-0.1
TEAD-YAP block	7	0	13	-1	14	20	-68	-3
MITF primary	6	-15	-1	6	-16	0	8	12
GPR151 activ	3.4	1.0	-0.2	-0.1	-1.0	-0.6	1.0	0.0

49: C=CCN1CC2=C(C1=O)C(c1ccc(Cl)cc1)NC(=O)N2 (configuration not stated)
50: O=C1N[C@H](CO)C(=O)N2CCN(Cc3nc(-c4ccc(F)cc4)cs3)C[C@H]12
51: CCOc1cc(C2C(C(=O)OCCSCC)=C(C)NC3=C2C(=O)C(C(=O)OC)C(C)C3)ccc1OC(C)=O (configuration not stated)
52: CC(=O)c1ccc(C(=O)Nc2nc3c(ccc4ccccc43)s2)cc1
53: CCN1C(=O)C2NN=C(C(=O)c3nc(Cl)ccc3Cl)C2C1=O (configuration not stated)
54: CCN1C(=O)/C(=C\c2cc(C)n(-c3cccc(Br)c3)c2C)C(C(=O)OC)=C1C
55: CC(C)n1c(=O)c(=O)[nH]c2cc(S(C)(=O)=O)ccc21
56: C[C@H]1Cc2c(-c3ccccc3)nc3c(c2CO1)CN(C(=O)c1cc(I)ccc1F)CC3

assay / entry	49	50	51	52	53	54	55	56
FBW7 act	0.0	-0.2	-0.1	0.1	0.1	-0.1	-0.1	-0.1
TEAD-YAP block	6	0	1	11	7	0	-5	.
MITF primary	10	-2	-3	7	6	-7	14	14
GPR151 activ	-0.2	0.3	3.1	-0.4	0.9	1.9	-0.4	1.7

57: CCc1ccc(C2C(C(=O)c3ccc(C)cc3)=C(C(=O)OC)Nc3nnnn32)cc1 (configuration not stated)
58: CCOC(=O)C1=C(C)NC2=C(C(=O)C(C(=O)OCC)C(c3ccccc3OC)C2)C1c1ccccc1C(F)(F)F (configuration not stated)
59: COc1ccc(C(=O)Nc2ccc(-c3nc4ccccc4[nH]3)cc2)cc1OC
60: CCOC(=O)c1cnc2c(OC)cccc2c1Nc1ccccc1OCC
61: CCc1nnc(NS(=O)(=O)c2ccc(NC(=O)CCC(=O)O)cc2)s1
62: Cc1nn(-c2ccc3ccccc3c2)c2c1C(c1cccnc1)C(C#N)=C(N)O2 (configuration not stated)
63: O=C(Cc1ccc([N+](=O)[O-])cc1)NNS(=O)(=O)c1ccc([N+](=O)[O-])cc1
64: CCCCSc1nc2c(sc(=S)n2-c2ccc(OCC)cc2)c(=O)n1-c1ccccc1

assay / entry	57	58	59	60	61	62	63	64
FBW7 act	0.0	0.1	-0.1	0.1	0.2	-0.4	0.0	-0.1
TEAD-YAP block	4	10	3	1	0	-10	-3	4
MITF primary	6	-19	-6	0	5	-5	-1	2
GPR151 activ	2.6	1.5	0.8	0.3	-0.3	-2.6	1.5	-0.6

65: CCCCC(CC)C(=O)Nc1ccc(S(=O)(=O)N2CCOCC2)cc1 (configuration not stated)
66: Cc1cccc(NC(=O)CSc2cn(Cc3ccccc3Cl)c3ccccc23)c1
67: N#Cc1c(NC(=O)COc2ccccc2)sc2c1CCCC2
68: Nc1c(C(=O)Nc2cccc(Cl)c2)sc2nc3c(cc12)C(=O)CCC3
69: CC1CCc2c(sc(NC(=O)c3nn4c(C(F)(F)F)cc(-c5cccs5)nc4c3Cl)c2C#N)C1 (configuration not stated)
70: COc1ccc(Cl)cc1N1C(=O)CSC1c1cccc(F)c1 (configuration not stated)
71: COc1cc2nc(Cl)nc(NCc3cccc(C(F)(F)F)c3)c2cc1OC
72: CCOc1ccc2c(c1)C1=C(SC(C(=O)OC)=C(C(=O)OC)C13SC(C(=O)OC)=C(C(=O)OC)S3)C(C)(C)N2C(=O)CC

assay / entry	65	66	67	68	69	70	71	72
FBW7 act	0.9	0.3	0.0	-0.1	-0.2	0.4	0.0	-0.1
TEAD-YAP block	2	7	-48	-21	-11	2	5	-14
MITF primary	7	-10	-3	9	9	1	-8	6
GPR151 activ	-0.6	-1.5	-0.3	-0.9	0.8	0.3	-0.7	-1.7

73: O=[N+]([O-])c1ccc(N2CCNCC2)cc1NCCN1CCOCC1
74: COC(=O)CN1C(c2ccc(OC)cc2OC)Nc2ccc(Br)cc2C1c1ccccc1 (configuration not stated)
75: Cc1cc(OCC(=O)N2CCC(C(N)=O)CC2)cc(C)c1Br
76: CNc1nc(N2CCOCC2)ncc1F
77: O=C(CSc1ccc(C(F)(F)F)cc1[N+](=O)[O-])Nc1ccc(Cl)cc1
78: O=C1/C(=C/c2ccc(-c3ccc(Cl)c(Cl)c3)o2)C=C(c2ccccc2)N1c1ccccc1Br
79: Cc1cc(CSCC(=O)N/N=C/c2ccc(O)cc2O)cc(C)c1O
80: CCN(c1ccccc1)S(=O)(=O)c1nnc(NC(=O)CC(C)C)s1

assay / entry	73	74	75	76	77	78	79	80
FBW7 act	-0.3	0.1	0.2	0.2	-0.2	0.1	-0.2	-0.1
TEAD-YAP block	-15	3	6	4	2	-17	-16	1
MITF primary	4	-4	-5	0	-1	2	8	1
GPR151 activ	0.9	-1.0	0.4	0.6	0.4	0.1	0.5	-0.3

81: O=C(NCc1ccco1)C1CCCN1c1nnc(N2CCCC2=O)s1 (configuration not stated)
82: COC(=O)C(N)Cc1ccc(Cl)cc1 (configuration not stated)
83: O=C(COc1cccc(Br)c1)NNC(=O)Nc1ccc(Cl)c(Cl)c1
84: CCOC(=O)c1c(NC(=O)C(C)Sc2nnc(CNC(=O)Cc3ccc(OC)cc3)n2C2CCCCC2)sc2c1CCC2 (configuration not stated)
85: CCOc1ccc(-c2csc(NC(=O)Nc3ccccc3)n2)cc1
86: CN(C)CCNCCCCOc1ccc(Br)cc1Cl

assay / entry	81	82	83	84	85	86
FBW7 act	1.5	0.2	-0.1	0.5	-0.1	-0.1
TEAD-YAP block	-7	9	0	-2	-1	-4
MITF primary	17	-17	4	6	-2	-35
GPR151 activ	-0.2	0.4	0.7	-0.4	0.6	1.3
